TSG101-PTAP inh = qHTS Assay for Iinhibitors of HIV-1 Budding by Blocking the Interaction of PTAP/TSG101; Fluorescence polarization, FITC-PTAP peptide / Tsg101 binding; Potency, µM (top dose mostly 115 µM), for the others: at the top dose activity change, negative = inhibition, most hits filed as inhibitors; 340,000 tested, under 10 active; AID 493005, 2010; active = well fitted inhibition curve with a large enough effect in the main read-out, with a control signal flat, not every such curve was filed as active; inconclusive = small, poorly fitted or top-dose-only effect, or effect the other way, or a change in a side signal; inactive = no such curve, though single readings can be large or run the other way; also: potency is read from the fitted curve at half-maximal effect; % of control where 0% means no effect
Target sequence (Q99816 whole entry, looked up): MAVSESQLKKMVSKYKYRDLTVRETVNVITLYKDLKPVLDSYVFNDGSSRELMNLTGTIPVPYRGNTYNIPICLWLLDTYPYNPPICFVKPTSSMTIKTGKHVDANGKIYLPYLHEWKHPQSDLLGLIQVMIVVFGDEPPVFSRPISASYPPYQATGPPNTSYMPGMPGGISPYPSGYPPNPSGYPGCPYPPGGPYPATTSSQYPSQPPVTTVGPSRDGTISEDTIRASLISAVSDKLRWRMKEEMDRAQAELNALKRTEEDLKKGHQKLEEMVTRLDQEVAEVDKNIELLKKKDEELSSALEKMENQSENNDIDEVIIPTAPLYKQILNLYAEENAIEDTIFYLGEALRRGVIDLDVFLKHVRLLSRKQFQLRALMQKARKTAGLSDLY
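FP read-out: FITC-PTAP peptide, 50 nM final, binding Tsg101 binding domain, 10 uM final; 20 min, r.t.; 10 mM HEPES pH 7.5, 0.15 M NaCl, 0.01% Tween 20, 3 mM EDTA, 0.1 mM TCEP.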
AT treatment = qHTS Assay for Identifying a Potential Treatment of Ataxia-Telangiectasia. […] A-T fibroblasts, KAP-1 phosphorylation AlphaLISA; neocarzinostatin DNA damage 30 min before lysis. Potency, µM (doses to about 57.5 µM), inactives show at the top dose activation, actives largely listed as activators. 0.19% of 320,000 active. AID 485349, 2010; also: potency is read from the fitted curve at half-maximal effect; % of control where 0% means no effect; nearly all actives have a fitted effect of over 45% in size
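hTERT-immortalized A-T patient fibroblasts ([…]), 500 cells/well in OPTI-MEM, 1% FBS, got compounds for 60 min, then NCS for 30 min at 37C. Lysates were then assayed for phospho-KAP-1 by AlphaLISA (anti-pKAP1 donor, anti-KAP1 acceptor beads), 6 hr at 25C.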
TSHR antagonist = Antagonists of the Thyroid Stimulating Hormone Receptor: HTS campaign | AID 504810, 2011 | TSHR-expressing cells, TSH-stimulated cAMP HTRF, 2 h; active compounds read low | activity change, negative = inhibition, % at 11.5 µM | 0.2% of 330,000 active;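 active = activity change below a set negative limit, meaning inhibition stronger than a set level, cut at about -70% in these data; inconclusive = activity change between two set negative limits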; also: % is scaled to controls: 0 for no effect and ±100 for the full control effect
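TSHR-expressing cells, 200/well, pre-treated with compound, then stimulated with EC80 TSH (4nM final) for 2 hours at 37 deg C. cAMP measured by competitive HTRF: anti-cAMP cryptate antibody in lysis buffer plus cAMP-d2, read after 30 minutes at room temperature.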
TCR activator = Activators of T cell receptors: qHTS campaign | 330,000 tested, under 10 active | primary human leukocytes, anti-CD3, IL-2 HTRF, 48 h | Potency, µM (titrated, usually from 9.22 µM), without a hit: at the highest dose activation of IL-2 secretion, usual class: activators | AID 504894, 2011; also: % of control where 0% means no effect
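Primary human leukocytes incubated 48 hr with anti-CD3 beads plus compound, without co-stimulation. Secreted IL-2 measured by HTRF (europium cryptate/d2 anti-IL-2 pair, 320 nm excitation, 665 nm emission).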
a7 integrin act = qHTS for Activators of Integrin-Mediated Alleviation for Muscular Dystrophy. alpha7betagal myoblasts, beta-gal FDG fluorescence, 48 h. AID 624291, 2012. Potency, µM (doses to about 38.3 µM), for inactives: at the highest dose activation, most hits filed as activators. 0.064% of 350,000 active;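 also: potency is read from the fitted curve at half-maximal effect; 100% = response of the positive control SU9516; nearly all actives have a fitted effect of over 60% in size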
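Alpha7betagal+/- myoblasts (passage 13) were plated 16-24 hr, then exposed to compounds (1:260 dilution of DMSO stock) for 48 hours at 37C. After MPER lysis, β-galactosidase reporter activity was read as FDG fluorescence (ex 480/em 540) after 30 minutes.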
ASM inhibitor = Inhibitors of Secretory Acid Sphingomyelinase (S-ASM): qHTS; Sphingomyelin phosphodiesterase (Homo sapiens), P17405; AID 504937, 2011; 0.006% of 340,000 active; placental ASM, HMU-PC fluorogenic substrate, 60 min; Potency, µM (highest dose often 57.5 µM), without a hit: at the top dose activity change, negative = inhibition, usual class: inhibitors; also: potency is read from the fitted curve at half-maximal effect
Target sequence (P17405 47-631 limits assumed): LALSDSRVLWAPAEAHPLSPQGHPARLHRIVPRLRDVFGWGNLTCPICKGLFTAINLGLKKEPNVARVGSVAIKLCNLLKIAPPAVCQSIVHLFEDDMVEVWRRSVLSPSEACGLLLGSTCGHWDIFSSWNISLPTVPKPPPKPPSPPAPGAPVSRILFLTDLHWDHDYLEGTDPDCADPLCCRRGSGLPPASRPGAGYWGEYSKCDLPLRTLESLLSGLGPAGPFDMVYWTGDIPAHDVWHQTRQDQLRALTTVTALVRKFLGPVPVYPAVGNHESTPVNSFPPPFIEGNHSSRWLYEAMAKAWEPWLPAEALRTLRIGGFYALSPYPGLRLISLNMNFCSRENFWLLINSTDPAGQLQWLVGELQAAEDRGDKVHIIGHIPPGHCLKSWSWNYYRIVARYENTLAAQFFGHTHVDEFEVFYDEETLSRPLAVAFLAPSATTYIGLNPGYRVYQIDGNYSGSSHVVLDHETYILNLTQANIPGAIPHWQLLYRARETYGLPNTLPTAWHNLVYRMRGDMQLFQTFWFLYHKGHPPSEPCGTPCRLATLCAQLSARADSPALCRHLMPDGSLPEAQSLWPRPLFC
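HMU-PC0 cleavage (9 uM final) by human placental ASM, 60 min at 37 °C following 10 min compound exposure at RT; stopped at pH 10, fluorescence Ex 386/Em 447 nm.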
Mito fusion act = qHTS Assay for Small Molecule Inhibitors of Mitochondrial Division or Activators of Mitochondrial Fusion | AID 485298, 2010 | 0.23% of 320,000 active | Potency, µM (doses to about 46.1 µM), without a hit: at the highest dose growth rescue (activation), most hits filed as activators | S. cerevisiae fusion-defective mutant growth rescue, CellTiterGlo 48 h;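 also: potency is read from the fitted curve at half-maximal effect; % of control where 0% means no effect; nearly all actives have a fitted effect of over 45% in size; temperature-sensitive fusion mutants such as fzo1-1 at 37 °C on non-fermentable ethanol glycerol medium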
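S. cerevisiae fusion-defective temperature-sensitive mutants (e.g. fzo1-1, mgm1-5) grown 48 h at 37C in YPEG (ethanol/glycerol non-fermentable) medium with 23 nl compound per well; growth rescue read as CellTiterGlo luminescence.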
Eya2 phos inh = qHTS Assay for Inhibitors of the Phosphatase Activity of Eya2; recombinant Eya2, OMFP fluorescence dephosphorylation (OMFP is methylfluorescein phosphate); 0.006% of 330,000 active; AID 488837, 2010; Potency, µM (highest dose often 76.9 µM), for the others: at the top dose activity, negative = inhibition, hits mostly inhibitors; also: potency is read from the fitted curve at half-maximal effect; % is scaled to controls: 0 for no effect and ±100 for the full control effect
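Eya2 protein (added as 0.2 uM solution) was preincubated with compound for 10 min at ambient temperature in 50 mM HEPES pH 7.5, 50 mM NaCl, 5 uM MgCl2, 0.05% BSA, 1 mM DTT. OMFP (added at 50 uM) then reacted 10 min; fluorescence read at 485/525 nm.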
Tb PFK inh = qHTS Assay to Find Inhibitors of T. brucei phosphofructokinase. ATP-dependent 6-phosphofructokinase (Trypanosoma brucei brucei), O15648. T. brucei PFK, ADP-Glo luminescence. Potency, µM (series often up to 57.5 µM), without a hit: top-dose activity, negative = inhibition, most hits filed as inhibitors. 0.17% of 330,000 active. AID 485367, 2010;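 also: potency is read from the fitted curve at half-maximal effect; 0% = uninhibited 1x PFK enzyme wells and -100% = no-enzyme wells; nearly all actives have a fitted effect of over 60% in size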
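PFK 1.25 nM, F6P 0.5 mM, ATP 0.1 mM, 0.1 M TEA pH 8.0, 5 mM MgCl2, 0.01% Tween20, 0.1% BSA; 45 min RT. ADP-Glo readout. qHTS titration up to 57 uM; curves fitted, compounds curve-classed.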
ELG1 DNA repair = qHTS screen for small molecules that inhibit ELG1-dependent DNA repair in human embryonic kidney (HEK293T) cells expressing luciferase-tagged ELG1; HEK293T ELG1-luciferase reporter, luminescence, 16 h; DNA damage induced by 5-fluorouridine; Potency, µM (top dose mostly 46.1 µM), inactives show at the highest dose activity change, negative = inhibition, usual class: inhibitors; 2.3% of 330,000 active; also: potency is read from the fitted curve at half-maximal effect; % is scaled to controls: 0 for no effect and ±100 for the full control effect; nearly all actives have a fitted effect of over 55% in size
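HEK293T cells expressing luciferase-tagged ELG1 (2,000/well) received 5-Fluorouridine plus compound or DMSO for 16 hr at 37 °C. Luciferase was read by ONE-Glo luminescence after 30 min at room temperature.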
Chronic BCR inh = qHTS Assay to Find Inhibitors of Chronic Active B-Cell Receptor Signaling; ABC-DLBCL IkBa-CBG/CBR reporter, luminescence ratio, 4 h; AID 493014, 2011; 0.05% of 340,000 active; Potency, µM (top dose mostly 46.1 µM), for inactives: top-dose ratio change, negative = lower green/red ratio, usual class: inhibitors; active = well fitted inhibition curve with a large enough effect in the signal ratio, with a control signal flat, not every such curve was filed as active; inconclusive = small, poorly fitted or top-dose-only effect, or effect the other way, or a change in a side signal; the % refers to the signal ratio;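 also: potency is read from the fitted curve at half-maximal effect; plate controls were basal doxycycline-induced cells for no effect and cells given 10 µM MG132 for full effect; MG132 reads +100%, hits lower the ratio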
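Compounds up to 46 uM were incubated four hours with TMD8 cells whose green CBG68 luciferase is fused to IkappaBalpha; red CBR luminescence normalised the signal, and concentration-effect curves were fitted to fusion, red and ratio data.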
Starred values were filed as active, the others as inactive; ? = inconclusive; . = no result given; [ ] = another dose, or the depositor's remark. Unless noted, calls follow the shape of the dose curve; as a rule, active = well fitted curve in the direction sought with a large enough effect; inconclusive = small, poorly fitted or top-dose-only effect, or another doubt; inactive = no such curve, though single readings can be large; an effect the other way counts as inactive or inconclusive.

SMILES | TSG101-PTAP inh | AT treatment | TSHR antagonist | TCR activator | a7 integrin act | ASM inhibitor | Mito fusion act | Eya2 phos inh | Tb PFK inh | ELG1 DNA repair | Chronic BCR inh
O=C(NCc1ccccc1Cl)c1cc([N+](=O)[O-])ccc1Cl | 0% | 8% | 1 | 0% | 40% | 3% | -1% | -4% | -6% | 7% | 1%
CS(=O)(=O)c1ccc(C(=O)OCC(=O)Nc2cccc(S(=O)(=O)N3CCCC3)c2)cc1 | -4% | 2% | 5 | -5% | -9% | -2% | -9% | -13% | 0% | 7% | -1%
Cc1cccc(N2CCN(C(=O)c3cc4n(n3)C(C(F)(F)F)CC(c3ccco3)N4)CC2)c1C (stereo not drawn) | -4% | -3% | -3 | 4% | -51%[inhibitor] | -15% | 18% | ? | -6% | 21µM* | 3%
O=C(NCCc1nc2ccccc2[nH]1)c1cccc(Br)c1 | -1% | -1% | 33 | -1% | -8% | -1% | 8% | -22% | 0% | 5% | 5%
COc1ccc(-c2nnn(CC#N)n2)cc1OC | -3% | -2% | -2 | -4% | 3% | 2% | 0% | 5% | 1% | 11% | ?
COc1cccc(C2CCCN2Cc2nc(CC3CC3)no2)c1 (stereo not drawn) | -1% | 4% | 0 | 4% | 9% | -3% | 8% | 4% | 4% | 13% | -36%
Cc1cc(C)cc(OCC(=O)O/N=C(\N)c2ccccn2)c1 | 0% | -3% | -12 | 4% | 25% | -1% | 5% | 13% | 3% | ? | ?
CC(C)CNC(=O)c1cccc(NC(=O)c2ccco2)c1 | -13% | 2% | -7 | . | -8% | -1% | 2% | 11% | -1% | 5% | 3%
Cc1cc(C=O)c(C)n1-c1cc(C(F)(F)F)ccc1N1CCOCC1 | -1% | . | . | -3% | 9% | 0% | -7% | . | . | . | .
CCCNC(=O)N1c2ccccc2Sc2ccccc21 | -7% | -3% | -6 | -1% | -26% | 4% | 4% | 9% | -6% | -17% | -2%
NC(=O)CCN(Cc1ccccc1)S(=O)(=O)c1ccccc1 | -1% | -15% | ? | -3% | 1%[7.66 µM] | 2% | 0% | 11% | -3% | -1% | -3%
CCOc1ccc(-n2c(SCC(=O)Nc3ccc4c(c3)OCO4)nc3c(c2=O)SCC3)cc1 | -2% | 9% | 21 | 2% | 6% | 5% | 0% | -26% | 0% | -7% | 10%
CCOC(=O)c1c(C)nc2c(c1-c1ccccc1)C(=O)c1ccccc1-2 | -4% | 12% | -11 | -9% | 14% | -11% | -1% | -2% | 3%[0.46 µM] | ? | 12%
COCCOC(=O)C1=C(C)NC(=O)NC1/C=C/c1ccccc1 (stereo not drawn) | 0% | -2% | 5 | 3%[46.1 µM] | 1% | 3% | -2% | 3% | -1% | -6% | -7%
Cc1cc(=O)n2cc(-c3ccccc3)nc2[nH]1 | -6% | -3% | 7 | 0% | -19% | 1% | 2% | 12% | -15% | ? | ?
O=C(COc1ncnc2scc(-c3ccccc3)c12)NC1CCCc2ccccc21 (stereo not drawn) | -10% | 6% | 23 | -1%[46.1 µM] | 23% | 5% | 6% | 5% | 0% | ? | 5%
CC(=O)c1c(C)c(C)c2n1CCn1c(C)ccc1-2 | -11% | -6% | 16 | 0% | -31% | 13% | 3% | ? | -10% | ? | 1%
O=S1(=O)N=C(N=Nc2c(O)[nH]c3ccccc23)c2ccccc21 | -6% | -5% | 30 | -2% | 4% | -4% | -1% | -10% | 6% | 5% | ?
Cc1ccc(CN(C)C(=O)c2cc(S(=O)(=O)N3CCOCC3)ccc2F)o1 | -1% | 3% | . | -9% | -17% | 6% | . | -16% | 5% | 15% | 0%
CNc1ccc(C2(O)C(=O)c3ccccc3C2=O)cc1 | -1% | -5% | -1 | -10%[46.1 µM] | -7% | -1% | 0% | 2% | 1% | -3% | -1%
Cc1ccc(-n2nc3cc(C)c(NC(=S)NC(=O)/C=C/c4ccco4)cc3n2)cc1 | 0% | 2% | -3 | 3%[46.1 µM] | 4% | 8% | 0% | -2% | 2% | ? | ?
Cc1ccc(C(=O)Nc2ccc(CC(=O)O)cc2)o1 | -4% | 1% | 23 | -1% | -26% | -1% | -2% | 4% | 3% | 16% | ?
C=CCn1c(Cc2c[nH]c3ccccc23)n[nH]c1=S | -9% | -12% | 9 | -6% | 16% | 3% | 1% | -2% | 29% | ? | 1%
CCCN1CCN(C(=O)C(C)n2nc(C)c3sc4ccccc4c3c2=O)CC1 (stereo not drawn) | -4% | 8% | -5 | -2% | -29% | 1% | 7% | -6% | 2% | -4% | -1%
CS(=O)(=O)Cc1cccc(C(=O)NN(c2ccccc2)c2ccccc2)c1 | -1% | 2% | 1 | -35% | 13µM* | -5% | 1% | 6% | 2% | -7% | -9%
CCCOc1ccc(Cc2c(O)nc(N)[nH]c2=O)cc1C | 0% | 30% | 4 | 1% | 36% | -1% | 5% | 11% | -3% | 0% | 0%
Cc1ccc(-c2csc3ncn(Cc4ccc(C(=O)O)cc4)c(=O)c23)cc1C | -5% | 0% | -20 | 3% | -35% | 3% | 2% | 11% | 0% | ? | 3%
CCOC(=O)c1sc(=S)n2c1[nH]c(=O)c1ccc(C(=O)OC)cc12 | -6% | 2% | -6 | -6% | -32% | -4% | 6% | -9% | -16% | 18% | 1%
Cc1ccc(-c2nn3c(C)nnc3s2)cc1NC(=O)c1ccc(Br)o1 | -3% | -3% | -16 | -5% | -8% | 0% | -2% | 3% | 1% | -2% | -2%
O=C(Cn1c(=O)oc2cc(S(=O)(=O)N3CCCCC3)ccc21)N1CCc2ccccc21 | 1% | -8% | 8 | 8% | 6% | 5% | -2% | -7% | 1% | 7% | ?
CCCn1cc(S(=O)(=O)c2ccccc2)c(=O)c2cc(F)c(N3CCN(C)CC3)cc21 | -9% | -2% | -16 | 2% | -5% | -3% | -2% | -2% | 3% | 6% | 6%
CCCCC(CCC(=O)Nc1ccc(C(=O)OC)cc1)C(=O)O (stereo not drawn) | 0% | -1% | 9 | 2%[46.1 µM] | 1% | 1% | -2% | -2% | -4% | 9% | -4%
NC(=O)C1CCN(C(=O)CSc2ncccn2)CC1 | 0% | 7%[11.5 µM] | -4 | -2% | -55%[inhibitor] | 3% | -1% | -1% | 0% | -6% | 7%
O=C(CCCOc1ccccc1)Nc1ccccc1C(F)(F)F | -6% | 0% | 1 | -3%[46.1 µM] | ? | 2% | 0% | 5% | -4% | 15% | 7%
CC(=O)C1C(c2ccccc2Cl)NC(=O)NC1(O)C(F)(F)F (stereo not drawn) | 0% | -2% | 3 | 0% | 27% | 6% | -1% | 5% | 1% | 7% | 5%
COc1ccc(C)cc1N(CC(=O)Nc1ccc2c(c1)OCCO2)S(C)(=O)=O | -3% | 1% | 8 | -5% | -11% | -2% | 2% | -21% | -1% | -6% | 0%
CC(=O)CCc1ccc2oc(C(=O)O)c(C)c2c1 | -6% | 5% | -4 | -8% | 8% | 6% | 2% | 4% | 1% | 10% | 4%
